Source: PubChem
eIF4E-4G inh – eIF4E–eIF4G protein interaction inhibitors, primary screen, biochemical, uHTS, TR-FRET, eIF4GI fragment; TR-FRET eIF4E-eIF4GI(517-606) binding, 2 h; 220,000 compounds, 0.37% hits; inhibition, % at 21.7 µM; Eukaryotic translation initiation factor 4E (Mus musculus) + Eukaryotic translation …; AID 782, 2007;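 active = inhibition above about 30%, limit read from the data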;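 note: 0% = full FRET control wells and 100% = background wells lacking eIF4GI fragment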
Mdm2 ligase inh – MDM2-luciferase reporter signal enhancers, primary screen, MDM2 E3 ligase inhibitor project, cell-based, luminescence, 1536-well | cell-based MDM2 ubiquitination luciferase reporter, 2 h; 0 = plate control, 100 = twice control, blank-subtracted | 210,000 compounds, 0.11% hits | signal enhancement, % at 5 µM | E3 ubiquitin-protein ligase Mdm2 (Homo sapiens), Q00987;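 active = signal enhancement of 30% or more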;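 note: luminescence tracks abundance of the self-degrading MDM2-luciferase fusion protein; higher signal means inhibition of MDM2 E3 ligase activity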
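test system = mammalian cells stably expressing self-ubiquitinating, self-degrading MDM2 E3–luciferase fusion | quantity = 2000 cells/well | incubation = cell settling 4 h, compound treatment 2 h, both 37 °C | signal = luminescence with SteadyLite reagent, 15 min at room temperature | evaluation = % enhancement relative to plate controls after blank subtraction | benchmarks = plate controls and plate blanks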
* marks the source's active call; other numbers are inactive results; [ ] = remark or other dose.

molecule,eIF4E-4G inh,Mdm2 ligase inh
CCc1nc(SCC(=O)NCCc2ccc(OC)c(OC)c2)c2c(=O)n(C)c(=O)n(C)c2n1,-5.5,-13.6
CC(C)Nc1ccc(C(CC(N)=O)NC(=O)c2ccc(Br)cc2)cc1[N+](=O)[O-] (stereo not given),-1.9,22.2
NC(=O)CC(NC(=O)c1ccccc1)c1ccc(NCCc2cccc(F)c2)c([N+](=O)[O-])c1 (stereo not given),95.8*,18.5
CC(C)[C@H]1CN=C2N(C[C@H](C)NC(=O)CCC3CCCCC3)[C@H](Cc3ccc(O)cc3)CN21,-3.0,21.0
CN(C[C@H](Cc1ccccc1)N(C[C@H](Cc1cccc2ccccc12)N(CCc1ccccc1)N=O)N=O)N=O,-2.4,13.8
CCC(=O)Nc1cccc(C2=NOC3(C2)C[C@H](C(N)=O)N(C(=O)c2ccc(Cl)cc2)C3)c1 (stereo not given in full),0.1,-12.2
C#CCOCCOCCOCCNc1nc(N2CCN(C(=O)C([C@@H](C)CC)n3cc(C(N)CO)nn3)CC2)nc(N2CCN(C(=O)[C@H](CCC(=O)O)n3cc(C(N)[C@H](C)CC)nn3)CC2)n1 (stereo not given in full),-1.2,-3.4
COC(=O)c1ccc(C23CC4(C2)[C@H](CN(Cc2cccnc2)[C@@H]4c2ccccc2)C3c2ccccc2)cc1 (stereo not given in full),-5.5,18.0
O=C(Nc1ccc(O)c2c(=O)cc(-c3cccc(Cl)c3)oc12)c1ccc(F)cc1,-0.3,-5.5
CCCc1nc(SC2CCCC2)c2c(=O)n(C)c(=O)n(C)c2n1,3.0,-1.7
COc1cc(O)c(C(CCN2CCCC(C)C2)c2ccc3c(c2)OCO3)c(OC)c1 (stereo not given),0.3,8.6
Cn1cc(C(F)(F)F)nc1-c1ccc(OCC(O)CNCCOc2ccc(O)c(C(N)=O)c2)cc1 (stereo not given),-15.2,5.1
CC[C@H](CO)Nc1nc(Nc2cccc(Cl)c2)c2ncn(C(C)C)c2n1,4.0,1.8
O=C(Nc1nccs1)C1CCN(S(=O)(=O)c2cccnc2)CC1,0.3,-6.4
COC(=O)c1ccsc1NC(=O)c1ccc(Cl)s1,-22.7,-4.2
COC(=O)Cn1c(=O)c2c(nc3n2CC(C)CN3c2ccc(C)c(C)c2)n(C)c1=O (stereo not given),-19.9,-6.3
CC1(OC(=O)CCc2ccccc2)C(=O)C=C2C=C(c3ccc(C#N)cc3)N(c3ccccc3)C=C2C1=O (stereo not given),-4.1,10.0
CCCN1CCC(=O)N(CCSc2ccc(OC)cc2)CC1,-6.8,9.8
NC(=O)CC(NC(=O)Cc1ccc(Br)cc1)c1ccc(N2CCN(c3ccccc3)CC2)c([N+](=O)[O-])c1 (stereo not given),4.0,-3.2
CCCNC(=O)c1ccc2c(=O)n3c(-c4ccc(C)cc4)csc3nc2c1,-1.9,8.6

The list continues:
molecule,eIF4E-4G inh,Mdm2 ligase inh
CC(C)C(NS(=O)(=O)c1ccc2c(c1)oc(=O)n2C)C(=O)N1CCN(c2ccccc2F)CC1 (stereo not given),-1.7,-0.2
C/C=C(\C)C(=O)Nc1cccc(C2=NOC3(C2)C[C@H](C(N)=O)N(C(=O)CC#N)C3)c1 (stereo not given in full),-0.8,-10.9
O=C(c1ccoc1)N1CCC2(CC1)Oc1ccc(Cl)cc1C(=O)C21CC(c2ccccc2)=NO1 (stereo not given),6.0,-14.4
C/C=C(/C)C(=O)Nc1cccc(C2=NOC3(C2)C[C@@H](C(N)=O)N(C(=O)/C=C/CC)C3)c1 (stereo not given in full),-0.5,-1.8
CCN1CCN(Cc2ccc(NC(=O)c3ccc(C)c(NC(=O)c4cccc5[nH]ccc45)c3)cc2C(F)(F)F)CC1,-5.5,7.4
COc1cc2c(cc1O)C(Cc1ccc(O)cc1)[N+](C)([O-])CC2 (stereo not given),6.5,6.3
CN1C[C@@H]2C(c3ccc(Cl)nc3)C3(c4ccc(C#N)cc4)CC2(C3)[C@H]1c1ccccc1 (stereo not given in full),-4.8,24.1
CCCCCC(=O)Nc1cccc(C2=NOC3(C2)C[C@H](C(N)=O)N(C(=O)CC)C3)c1 (stereo not given in full),3.0,13.1
COc1ccc(N2C=C3C(=O)C(C)(OC(=O)CCc4ccccc4)C(=O)C=C3C=C2c2ccc(C#N)cc2)cc1 (stereo not given),-4.0,13.7
Cc1cc(C)cc(C(=O)NC(CC(N)=O)c2ccc(NC3CCCCC3)c([N+](=O)[O-])c2)c1 (stereo not given),-0.3,14.9
Cc1nnc(Sc2nc3c(c(=O)[nH]c(=O)n3C)n2CCc2ccccc2)s1,-18.3,1.7
C/C=C/C(=O)Nc1cccc(C2=NOC3(C2)C[C@@H](C(N)=O)N(C(=O)C(c2ccccc2)c2ccccc2)C3)c1 (stereo not given in full),-2.2,-0.8
FC(F)(F)c1ccc(C2[C@H]3CN(CC4CCCCC4)[C@H](c4ccccc4)C34CC2(c2cccnc2)C4)cc1 (stereo not given in full),-5.7,9.4
CC(C)N1CCc2c(sc(N)c2C#N)C1,1.4,-25.5
C=CC(=O)N1C/C=C\C(c2ccc(OC)cc2)N(Cc2ccc(F)cc2)C(=O)C1 (stereo not given),-4.1,-24.1
CC1(OC(=O)C2CCCC2)C(=O)C=C2C=C(c3ccsc3)N(CCc3ccccn3)C=C2C1=O (stereo not given),0.6,1.1
CC(=O)O[C@@H]1C[C@H]2C(C)=C[C@H]3OC(=O)[C@@H](C)[C@H]3C[C@H]2[C@]1(C)O,-5.1,-5.7
COC(=O)[C@@H]1C[C@H]2CC[C@H](O)C[C@H]2N1Cc1ccccc1OS(=O)(=O)c1ccc(C)cc1,-1.1,-13.2
NC(=O)CC(NC(=O)Cc1cccc2ccccc12)c1ccc(NC2CCC2)c([N+](=O)[O-])c1 (stereo not given),0.3,-12.5
COCCNC(=O)c1onc(CSc2ccc(F)cc2)c1C(=O)NCCOC,-5.8,-5.8

Arranged by value in Mdm2 ligase inh (largest number first): some entries from above
molecule,eIF4E-4G inh,Mdm2 ligase inh
CC(C)[C@H]1CN=C2N(C[C@H](C)NC(=O)CCC3CCCCC3)[C@H](Cc3ccc(O)cc3)CN21,-3.0,21.0
C/C=C(\C)C(=O)Nc1cccc(C2=NOC3(C2)C[C@H](C(N)=O)N(C(=O)CC#N)C3)c1 (stereo not given in full),-0.8,-10.9
CC(C)N1CCc2c(sc(N)c2C#N)C1,1.4,-25.5

Next section.
molecule,eIF4E-4G inh,Mdm2 ligase inh
CC1(OC(=O)C2CCCC2)C(=O)C=C2C=C(c3ccsc3)N(Cc3ccco3)C=C2C1=O (stereo not given),-1.0,18.8
CCC1=C(OC(=O)N(CC)CC)N2C(=O)OC(=NCC(=O)OC)[C@]2(Cc2ccccc2)[C@H]2C1=CC[C@H]1C(=O)N(c3ccccc3)C(=O)[C@H]12,3.1,11.5
COCCOC(=O)c1c(C)oc2ccc(NS(=O)(=O)c3ccc(C(=O)O)cc3)cc12,-1.6,-1.5
CN1CCC(=O)N([C@H](CSc2ccc(Br)cc2)c2ccccc2)CC1,0.5,5.1
CCCCCC(=O)Nc1cccc(C2=NOC3(C2)C[C@@H](C(N)=O)N(C(=O)c2cc([N+](=O)[O-])cc([N+](=O)[O-])c2C)C3)c1 (stereo not given in full),2.0,-16.3
c1ccc(C2[C@H]3CN(Cc4cccnc4)[C@H](c4ccccc4)C34CC2(c2ccccc2)C4)cc1 (stereo not given in full),1.9,8.4
CCSC1(SCC)N=C(N)C2(C#N)C(c3ccc(OC)c(OC)c3OC)C12C#N (stereo not given),5.2,-17.2
O=C(c1ccoc1)N1CCC2(CC1)Oc1ccc(F)cc1C(=O)C21CC(c2ccc(Cl)cc2)=NO1 (stereo not given),2.4,6.6
COC(C[C@H]1O[C@H]1[C@H](O)[C@H](C)OCc1ccccc1)OC,-5.8,6.3
Cc1c(O)cc2c(c1O)C(=O)CC(c1ccccc1)O2 (stereo not given),-19.7,-29.3
CN(Cc1ccccc1)c1ccc(C(CC(N)=O)NC(=O)Cc2ccc(Br)cc2)cc1[N+](=O)[O-] (stereo not given),-7.2,22.1
O=C(NC1CC1)C1=C[C@H](c2ccc(Br)cc2)C[C@H](OCc2ccc(CO)cc2)O1,-5.7,8.5
CCCCC1=CC2=C(c3ccco3)C(=O)C(C)(OC(=O)c3ccc(OC)cc3)C(=O)C2=CN1c1ccccc1 (stereo not given),-1.1,28.4
COc1ccc([C@H]2C=C(C(=O)O)O[C@@H](OCc3ccc(CO)cc3)C2)cc1,2.1,-5.4
COC(=O)C1=C(C(=O)OC)[C@@H]2N(C)c3ccc(OC)cc3[C@@]23C[C@@H](C(=O)OC)N=C3N1,-8.0,35.8*
COC(C[C@H](O)C[C@@H](O)[C@H](C)OCc1ccccc1)OC,2.5,-4.6
CC(C)(C)c1ccc(S(=O)(=O)N2CCCCC2C(=O)NCc2ccccn2)cc1 (stereo not given),-4.1,5.1
NC(=O)CC(NC(=O)Cc1cccc2ccccc12)c1ccc(NCc2cc(F)ccc2F)c([N+](=O)[O-])c1 (stereo not given),-1.8,5.1
CCC1=C(OC(=O)N(CC)CC)N2C(=O)OC(=NCC3CC3)[C@]2(C)[C@H]2C1=CC[C@H]1C(=O)N(CC(=O)OC)C(=O)[C@H]12,-3.4,16.4
NC(=O)CC(NC(=O)c1ccccc1)c1ccc(NCCc2ccc(F)cc2)c([N+](=O)[O-])c1 (stereo not given),1.2,-3.3

(cont.)
molecule,eIF4E-4G inh,Mdm2 ligase inh
NC(=O)CC(NC(=O)Cc1cccc2ccccc12)c1ccc(NC2CCCCCCC2)c([N+](=O)[O-])c1 (stereo not given),-2.5,-4.0
Cc1cc(C)cc(C(=O)NC(CC(N)=O)c2ccc(NC3CCCCCC3)c([N+](=O)[O-])c2)c1 (stereo not given),-4.8,11.3
CCCCC1=CC2=CC(=O)C(C)(OC(=O)CC)C(=O)C2=CN1CCc1c[nH]c2ccccc12 (stereo not given),-4.9,-2.5
O=C(/C=C/c1cccs1)N1CCC2(CC1)Oc1ccc(F)cc1C(=O)C21CC(c2ccc(Cl)cc2)=NO1 (stereo not given),-4.5,1.9
Cc1ccc(F)c([C@H]2[C@@H]3C=CCC[C@@]3(C)C(=O)N2Cc2ccccc2)c1,-5.8,4.4
O=S(=O)(NCc1ccccc1)c1ccc(F)cc1Br,-2.5,-15.8
Cc1ccc(CNC(=O)C2CC(c3ccccc3F)=NO2)cc1 (stereo not given),3.8,19.3
CCN(CC)CCCNC(=O)Cn1ncc2c(=O)oc3ccc(C)cc3c21,7.2,-13.7
CCN(CC)CCCN1C=C2C(=O)C(C)(OC(=O)CCc3ccccc3)C(=O)C=C2C=C1c1ccc(C#N)cc1 (stereo not given),1.1,4.3
C=C(C)C(=O)Nc1cccc(C2=NOC3(C2)C[C@H](C(N)=O)N(C(=O)COc2ccc(Cl)cc2)C3)c1 (stereo not given in full),5.3,12.2
CCc1nc(NCc2ccccn2)c2oc3ccccc3c2n1,2.1[fluorescence artefact?],2.1
CCOC(=O)Nc1c(C)n(C)n(-c2ccccc2)c1=O,4.1,3.5
COc1cc(Nc2ccccn2)cc(C(=O)Nc2cccc(C(F)(F)F)c2)c1,-2.1,15.2
CC(=O)O[C@H]1CC[C@]2(C)[C@H]3CC=C4[C@@H]5[C@@H](C)[C@H](C)CC[C@]5(C(=O)O)CC[C@@]4(C)[C@]3(C)CC[C@H]2C1(C)C,-2.5,-1.4
CC(C)n1nc(C(=O)Nc2nc3ccc(S(C)(=O)=O)cc3s2)c2ccccc2c1=O,-0.6,3.5
Cc1ccccc1Cn1c(CN2CCN(C(=O)c3ccco3)CC2)nc2c1c(=O)n(C)c(=O)n2C,-0.2,-0.5
C=CCNC(=O)C1CC2Cn3c(nc4cc5ccccc5cc43)C2N1C (stereo not given),2.7,-10.3
C=C(C)C(=O)N1CC2(CC(c3cccc(NC(=O)COc4ccc(Cl)cc4)c3)=NO2)C[C@@H]1C(N)=O (stereo not given in full),-5.6,-3.2
CN1C(C(=O)NCc2ccccc2)CC2Cn3c(nc4cc(Cl)c(Cl)cc43)C21 (stereo not given),-2.6,17.9
COc1ccc(NC(=O)c2nc[nH]c2C(=O)N[C@H](C)c2ccccc2)cc1,-3.6,12.5

Full records as entered above:
`CCCCCC(=O)Nc1cccc(C2=NOC3(C2)C[C@H](C(N)=O)N(C(=O)CC)C3)c1` (stereo not given in full) in the list: eIF4E-4G inh: 3.0; Mdm2 ligase inh: 13.1
`Cc1ccc(CNC(=O)C2CC(c3ccccc3F)=NO2)cc1` (stereo not given) in the list: eIF4E-4G inh: 3.8; Mdm2 ligase inh: 19.3

Next results
molecule,eIF4E-4G inh,Mdm2 ligase inh
CC#CCc1cc2ccccc2c(=O)o1,-16.4,-15.6
COc1ccc(-c2cc(=O)c3ccccc3o2)cc1,-18.2,-30.8
COc1ccc(CCNc2ccc(C(CC(N)=O)NC(=O)Cc3ccc(Br)cc3)cc2[N+](=O)[O-])cc1 (stereo not given),-4.7,9.2
CC1(OC(=O)C2CCCC2)C(=O)C=C2C=C(c3ccsc3)N(C3CC3)C=C2C1=O (stereo not given),-1.8,12.7

Only part of the results is shown; count on the stated rates, not on these rows.
